CHO parental Ca – counter-screen: ATP calcium response change in parental CHO cells; parental CHO-K1, ATP-induced calcium, Fluo-8 fluorescence; inhibition, % at 5.6 µM; 0.63% of 330,000 active;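 active means inhibition above that plate's mean sample inhibition plus 3 SD, cut at about 26% in these data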;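 further: 0% = ATP-challenged DMSO wells and 100% = DMSO wells without ATP; some compounds past the cut are filed as inactive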
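Material: parental CHO cells / Compound: single nominal dose of 5.6 µM per compound / Signal: Fluo-8 fluorescence / Replicates: singlicate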
OXTR potentiate – human OXTR potentiation | activation, % at 3 µM | P30559 | CHO-OTR cells, Fluo-8 calcium fluorescence, potentiator mode; 0% = oxytocin EC15, 100% = EC100 | 0.061% of 320,000 active;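 active means activation above that plate's cutoff, the mean activation of tested compounds plus 3 SD, cut at about 6.6% in these data, passing the limit was not always enough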;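 further: 100% uses oxytocin at 75 nM as the full agonist control; some results filed as inactive read as strong as hits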
Target sequence (P30559 whole entry, looked up): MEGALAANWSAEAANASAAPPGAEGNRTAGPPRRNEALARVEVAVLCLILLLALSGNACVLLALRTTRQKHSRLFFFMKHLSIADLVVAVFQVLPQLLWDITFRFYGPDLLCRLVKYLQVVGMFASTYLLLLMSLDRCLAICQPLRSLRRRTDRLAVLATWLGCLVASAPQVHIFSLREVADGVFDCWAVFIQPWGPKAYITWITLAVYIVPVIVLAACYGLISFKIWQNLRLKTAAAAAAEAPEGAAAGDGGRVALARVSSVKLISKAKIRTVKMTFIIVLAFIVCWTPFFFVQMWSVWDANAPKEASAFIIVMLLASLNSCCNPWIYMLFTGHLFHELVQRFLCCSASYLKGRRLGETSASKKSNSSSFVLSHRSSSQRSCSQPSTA
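Assay system: CHO-OTR cells, human receptor / Also added: oxytocin at about EC15, sub-maximal agonist stimulus / Dosing: single dose, 3.0 µM nominal final compound concentration / Incubation: 6 min pre-incubation, 100 s read / Technique: Fluo-8 calcium dye fluorescence / Read-out: % activation vs EC15 and EC100 oxytocin / Benchmarks: EC15 oxytocin low, 75 nM oxytocin high / Replicates: singlicate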
CHO-K1 Ca antag – nonselective inhibitor or artifact in parental CHO-K1 cells; ATP-induced calcium, Fluo-8 fluorescence; inhibition, % at 3 µM; 0.6% of 360,000 active; AID 602250;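 active means inhibition above a per-plate cutoff, the plate's mean sample inhibition plus 3 SD, cut at about 24% in these data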;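 further: 0% = DMSO plus EC80 ATP and 100% = DMSO alone without ATP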
OXTR agonist – agonists of human oxytocin receptor. P30559. CHO-OTR cells, Fluo-8 calcium fluorescence; normalized: DMSO 0%, oxytocin 100%. activation, % at 3 µM. 0.32% of 320,000 active;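 active means activation above the mean of all tested compounds plus 3 SD, cutoff set per screening run, cut at about 20% in these data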;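 further: peak over basal fluorescence ratio from a 100 s FLIPR kinetic read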
CHO-K1 Ca ag – nonselective activator or artifact in parental CHO-K1 cells; Fluo-8 calcium fluorescence; scaled to maximal ATP response, vehicle zero; activation, % at 3 µM; 0.48% of 360,000 active; in the data active means activation above about 15%;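 further: untransfected CHO-K1 host cells lacking M1 receptor as counterscreen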
V1aR counter – activates human V1a receptor in oxytocin agonist counter-screen. P37288. activation, % at 3 µM. CHO-V1R cells, Fluo-8 calcium fluorescence, agonist mode; 0% DMSO, 100% 3 nM vasopressin. 0.25% of 320,000 active;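 active means activation above the mean activation of all tested compounds plus 3 SD, per screening run, cut at about 20% in these data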;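 further: signal is peak over basal fluorescence ratio across a 100 second FLIPR read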
GPR7 antagonist – blocks human GPR7 receptor signaling; P48145; GPR7-expressing cells, fluorescence antagonist assay; inhibition, % at 4.4 µM; 1.1% of 290,000 active; in the data active means inhibition above about 16%, passing the limit was not always enough;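 further: cells stimulated with the agonist NPW; 0% = agonist with vehicle and 100% = vehicle without agonist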
Target sequence (P48145 whole entry, looked up): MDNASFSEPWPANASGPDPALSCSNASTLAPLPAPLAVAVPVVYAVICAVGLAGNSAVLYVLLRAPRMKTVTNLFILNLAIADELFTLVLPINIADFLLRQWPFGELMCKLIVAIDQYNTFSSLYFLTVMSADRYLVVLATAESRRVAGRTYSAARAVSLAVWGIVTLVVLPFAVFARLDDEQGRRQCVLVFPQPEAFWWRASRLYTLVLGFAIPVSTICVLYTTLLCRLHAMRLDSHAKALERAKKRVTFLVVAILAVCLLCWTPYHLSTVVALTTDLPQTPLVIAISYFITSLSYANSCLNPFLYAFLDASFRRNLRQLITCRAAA
TAAR1 antagonist – human TAAR1 antagonism; CHO RD-HGA16 TAAR1, Fluo-8 calcium fluorescence, antagonist; inhibition, % at 3 µM; 1.5% of 360,000 active; Q96RJ0; AID 624466;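 active means inhibition above a per-plate cutoff, the mean inhibition of test compounds on that plate plus 3 SD, cut at about 49% in these data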;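 further: 0% = DMSO plus EC80 beta-PEA response and 100% = DMSO alone without agonist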
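Assay system: CHO-derived RD-HGA16 cells stably expressing human TAAR1 plus Gα16. Timing: 140 s kinetic read after compound, 140 s after agonist. Technique: kinetic Fluo-8 calcium fluorescence measurement. Measure: % inhibition of agonist calcium response.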
CHO-K1 Ca PAM – counter-screen for M1 PAMs: effect in parental CHO-K1 cells | ATP EC20, Fluo-8 calcium fluorescence; 0% at ATP EC20, 100% at ATP max | activation, % at 3 µM | 0.02% of 360,000 active | AID 602247;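 active means activation above the run cutoff, the mean activation of all test compounds plus 3 SD, cut at about 40% in these data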;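 further: peak over basal fluorescence ratio in a 140 s read after ATP addition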
Starred values were filed as active, the others as inactive; · = no result given; & = joins results of further samples.

Every second line gives: CHO parental Ca, OXTR potentiate, CHO-K1 Ca antag, OXTR agonist, CHO-K1 Ca ag, V1aR counter, GPR7 antagonist, TAAR1 antagonist, CHO-K1 Ca PAM
COc1ccc2c(c1OC)C[N+]1([O-])CCc3cc4c(cc3C1C2)OCO4 (stereo unspecified)
    -6, -6, -7, -0.5, 0.6, 1.4, ·, -15, 3
CN(C(=O)COC(=O)COc1ccccc1F)C1CCS(=O)(=O)C1 (stereo unspecified)
    -7, -12, 2, 1.4, -0.1, -0.6, -7, -2, 8
Cc1ccc(NC(=O)c2ccc(S(=O)(=O)NCc3ccco3)cc2)nc1
    -25, -6, 2, 0.1, 1.7, 1.1, ·, -2, 5
Cc1cc(OCC(=O)Nc2nnc(C3CC3)s2)ccc1C(C)C
    -10, 1, -8, 0.8, 0.9, 0.8, ·, -15, 13
CC(C)CNC(=O)/C=C/C(=O)O
    -1, -11, -9, 0.0, 0.2, -0.6, -11&-2, 0, 18
Cc1ccc(-c2c[n+](CC(=O)OCc3ccccc3)c3n2CCC3)cc1
    0, -2, 3, -0.7, -0.3, 0.1, 1, -6, -1
O=C(/C=C\c1ccco1)Nc1cc([N+](=O)[O-])ccc1F
    -6, -5, -7, -1.7, 0.2, -1.0, -5, -13, 14
O=C(Nc1cccc(C(=O)N2CCCCC2)c1)c1ccccc1Br
    -20, 0, 2, 0.2, 0.4, -0.2, -2, -26, -3
Cc1c(Cl)cccc1NC(=O)CSc1nc(=O)n(CCCN2CCOCC2)c2c1CCC2
    -21, -15, -15, 3.2, 0.9, -0.2, ·, -20, 26
CC(C)N(C(=O)[C@H]1CC(CC(=O)NCCC2=CCCCC2)C(=O)N2CCc3c([nH]c4ccccc34)[C@]12C)C(C)C (stereo partly specified)
    -23, -7, -3, -2.1, 0.4, -0.9, ·, -18, -1
CCNC(=S)Nc1ccc2c(c1)oc1ccccc12
    -11, -13, 5, 1.1, 3.4, 6.0, ·, -32, -12
OC1(C2(O)CC(c3ccccc3)ON2)CCCCC1 (stereo unspecified)
    -4, -2, -10, -1.9, 0.4, -0.1, -7, 18, 13
O=C(CSc1nnc(COc2cccc3ccccc23)o1)N1CCN(C(=O)c2ccco2)CC1
    -3, -14, -5, 10, 5.4, 15, -9, 10, 2
CCSc1nnc(N(CCC#N)CCC#N)s1
    2, 2, -11, -0.1, -0.2, 1.5, 1, 7, 15
CC(=O)N1CCN(C(=S)NC(=O)c2c(-c3ccccc3Cl)noc2C)CC1
    -6, -4, -1, -0.2, 0.6, 1.2, -11, -16, 2

A different layout for part of the listing above:
SMILES	CHO parental Ca	OXTR potentiate	CHO-K1 Ca antag	OXTR agonist	CHO-K1 Ca ag	V1aR counter	GPR7 antagonist	TAAR1 antagonist	CHO-K1 Ca PAM
CC(C)N(C(=O)[C@H]1CC(CC(=O)NCCC2=CCCCC2)C(=O)N2CCc3c([nH]c4ccccc34)[C@]12C)C(C)C (stereo partly specified)	-23	-7	-3	-2.1	0.4	-0.9	·	-18	-1
CCNC(=S)Nc1ccc2c(c1)oc1ccccc12	-11	-13	5	1.1	3.4	6.0	·	-32	-12
OC1(C2(O)CC(c3ccccc3)ON2)CCCCC1 (stereo unspecified)	-4	-2	-10	-1.9	0.4	-0.1	-7	18	13

Remaining list, next part.
Every second line gives: CHO parental Ca, OXTR potentiate, CHO-K1 Ca antag, OXTR agonist, CHO-K1 Ca ag, V1aR counter, GPR7 antagonist, TAAR1 antagonist, CHO-K1 Ca PAM
COc1ccc(CN(C)CC(=O)Nc2ccccc2C(F)(F)F)c(OC)c1
    -2, -3, -5, -1.0, 2.4, 1.3, -10, -11, 24
CCc1nnc(NC(=O)c2cccc(S(=O)(=O)N(C)c3ccc(OC)cc3)c2)s1
    -31, -9, -15, 1.0, 4.9, 4.2, -2, 11, 25
CCCCn1c(N)c(N(CCC(C)C)C(=O)COC(=O)c2ccccc2)c(=O)[nH]c1=O
    8, -2, -16, 0.9, 0.6, -0.3, -11, -28, 15
CN(C)CCCN(Cc1cc2cc3c(cc2[nH]c1=O)OCO3)C(=S)Nc1ccccc1
    -5, -10, 6, 0.6, 0.0, 0.6, -3, -7, -13
Cc1ccccc1C(=O)N1CCC(C(=O)Nc2cc(C(F)(F)F)ccc2N2CCCC2)CC1
    -33, -3, -6, -1.7, 0.0, 0.7, ·, -20, 7
C=CCNC(=S)N(Cc1ccccc1)Cc1ccc(F)cc1
    -20, -5, -3, -2.3, 0.7, -1.1, 6, 1, 20
Cc1cc(C)nc(-n2nc(C)c(Sc3ccc(F)cc3)c2N)n1
    -14, 11*, -19, -1.8, 1.4, -0.5, -20, 0, 21
Cc1cccc(OCCCC(=O)NNC(=O)c2ccc(F)cc2)c1
    15, 0, -11, 0.9, 0.7, 2.4, ·, -7, -3
CN(Cc1ccccc1)C(=O)c1ccc(NC(=O)Cc2ccc(NC(=O)C3CCCN(S(=O)(=O)c4cccc([N+](=O)[O-])c4)C3)cc2)cc1 (stereo unspecified)
    ·, ·, -4, ·, 0.3, ·, ·, -17, -10
COc1ccc(CC(=O)NC(C)c2ccc(Cl)c(Cl)c2)cc1S(=O)(=O)N1CCOCC1 (stereo unspecified)
    ·, ·, -8, ·, 3.0, ·, ·, 0, 0
O=C(NNC(=O)C1CCC1)c1ccccc1
    -8, -1, -1, 0.3, 0.1, -0.1, ·, 3, 3
COc1ccc(-c2cncc3nccn23)cc1OC
    ·, ·, 12, ·, 0.1, ·, ·, 11, 2
COc1ccc(OCC(=O)NC2CC(C)(C)NC(C)(C)C2)cc1
    -7, -2, -16, -0.6, 0.5, 0.5, -2, 1, 14
Cc1ccc(OCCNC(=O)C2CC(=O)N(c3ccc(C)cc3)C2)cc1 (stereo unspecified)
    -24, -15, -17, -1.8, -0.6, 1.1, 1, -17, 3
Cc1cc(C)cc(N2C(=O)c3nccnc3C2=O)c1
    -3, 5, -4, 0.6, 0.0, 0.1, 5, 5, 28
O=S(=O)(Nc1cc(F)ccc1F)c1cccc2nonc12
    -19, -10, -3, 0.5, 0.8, 1.9, -12, -19, 7
O=[N+]([O-])c1ccc(COc2ccc(CN3CCOCC3)cc2)cc1
    ·, ·, -8, ·, 5.4, ·, ·, 15, -1
CCCCc1nnc(NC(=O)c2ccc(S(=O)(=O)N3CCOCC3)cc2)s1
    -6, -2, -10, 0.3, -0.1, 1.1, ·, -8, 4
COc1cc2c(cc1OC)CN(C(=O)c1cc(COc3ccccc3SC)on1)CC2
    ·, ·, -6, ·, 2.4, ·, ·, 42, -7
CCOC(=O)N1CCN(C(=O)C2CC(c3ccc(F)cc3)=NO2)CC1 (stereo unspecified)
    -2, 0, -1, 0.2, -0.3, -0.2, -9, -10, 10
Cc1ccc(S(=O)(=O)N2CCOC23CCN(C(=O)C(=O)NCCC(C)C)CC3)cc1
    18, 3, -9, -0.8, 0.6, -0.8, ·, -17, 10
CCOc1ccccc1Nc1nc(-c2sc(NC(=O)c3ccccc3)nc2C)cs1
    -12, 0, ·, 0.2, ·, 0.3, -8, ·, ·
CCOc1ccc2nc(NC(=O)CN3CCN(C)CC3)sc2c1
    -11, -6, 7, 0.9, -0.7, 0.6, -4, -1, 8
CCCCN1c2cc(C)c(O)cc2C(C(=O)OCC)C1C (stereo unspecified)
    -12, -1, ·, -1.6, ·, -1.1, -6, -7, ·
COc1ccc(CCNC(=O)Cc2nn(C)c(=O)c3ccccc23)cc1OC
    -1, -8, -15, -1.1, 0.8, 0.3, 8, -5, 15
O=C(CSc1nc2ccccc2c(=O)n1CCCC(=O)N1CCCC1)NCc1ccco1
    -14, 3, 9, -0.9, 0.1, -0.3, -9, 13, 3
CCC(=O)N1CCC(C)(C(=O)Nc2ccc3c(c2)OCO3)C1 (stereo unspecified)
    ·, ·, -7, ·, 0.3, ·, ·, -3, -10
O=[N+]([O-])c1ccc(N2CCN(c3ccccc3)CC2)nc1
    -5, -9, -9, 0.1, 0.1, 0.6, 25, 7, 2
CC(C)(C)c1ccc(-n2nc(C#N)c(Cl)cc2=O)cc1
    ·, ·, 30*, ·, 1.2, ·, 84*, 97*, -11
COc1cc(C(=O)NC2CC(C)(C)NC(C)(C)C2)cc(OC)c1OC
    -15, -4, -1, 0.9, -0.2, 0.9, -10, 9, 15
COc1ccc(N2CCN(C(=O)c3ccc(Cn4nc(C)c([N+](=O)[O-])c4C)o3)CC2)cc1
    ·, ·, -16, ·, 8.0, ·, 8, -5, 15
O=C(/C=C/NNC(=O)c1ccccc1)c1ccc([N+](=O)[O-])cc1
    8, -4, -16, -0.2, 1.1, 0.2, -2, 3, 7
COc1ccc(OC)c(C(=O)c2coc3ccc(OC)cc23)c1
    -13, -10, -8, -2.0, 2.1, 0.3, 0, 6, 19
O=C1c2ccccc2NC(c2cccc(O)c2)N1Cc1ccco1 (stereo unspecified)
    -17, -2, -8, 1.3, 1.6, 0.7, -8, -20, 10
COc1ccc(-c2csc(NC(=O)c3ccco3)n2)cc1
    -19, -6, 17, -2.0, 0.9, -0.6, -14, 6, 5
CC(=O)c1c(C(C)=O)c(C)n(-c2ccc(O)cc2)c1C
    -5, -5, 12, 2.3, 0.4, 3.4, -2, 7, -8
N#Cc1nc(COc2ccc(-c3ccccc3)cc2)oc1NCCCN1CCOCC1
    5, -8, 3, 13, 4.1, 9.7, 24*, 1, 13
O=C(Nc1ccc(Oc2ccc(Cl)cc2)cc1)c1ncn[nH]1
    2, -18, 1, 3.5, 3.1, 3.8, 3, 3, 11
Cc1ccc(Cl)cc1N1CCN(C(=O)Cn2ccc3ccccc3c2=O)CC1
    7, -9, 1, 11, 5.6, 7.3, -14, 39, 1
O=C(Nc1ccc2c(c1)OCO2)c1cnn2cccnc12
    -3, -1, -9, -0.7, 0.4, -0.2, 17*, -6, 18
CC(C)c1ccc(-c2nc3ccccc3s2)cc1
    0, -16, -9, -1.0, 0.9, -0.5, -6, -2, 24
Cn1cccc1C(C#N)c1ncc(C(F)(F)F)cc1Cl (stereo unspecified)
    -9, -10, 14, 0.1, -0.2, 0.1, 0, 2, -16

Source: PubChem BioAssay
